Source: PubChem (National Center for Advancing Translational Sciences (NCATS))
Pol iota inh = DNA polymerase iota (human) inhibition. Q9UNA4. Pol iota fluorescent replication assay, 10 min. Potency, µM (highest dose often 115 µM), for inactives: at the highest dose activity, negative = inhibition, actives largely listed as inhibitors. 390,000 compounds, 1% hits. AID 588590; note: potency is the fitted concentration of half-maximal effect
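Fluorescent replication assay read twice, at 0 min and 10 min after adding 50 nM (final) substrate. Enzyme (10 nM) and compounds were first incubated 15 min at room temperature; enzyme-free buffer wells were negative controls.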
POLB inh = blocks human DNA polymerase beta activity. P06746. Pol beta primer extension/strand displacement, fluorescence kinetic. Potency, µM (top dose mostly 114 µM), without a hit: top-dose activity change, negative = inhibition, actives largely listed as inhibitors. 340,000 compounds, 1.3% hits. AID 485314; note: potency is the fitted concentration of half-maximal effect; % is set by controls: 0 for no effect and ±100 for the full control effect
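Reaction started by 50 nM substrate onto compound-treated Pol beta (10 nM, 15 min preincubation, room temperature); plates read at 0 min and 10 min. Normalized concentration-effect data fitted by four-parameter Hill equation.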
BLM helicase inh = inhibitors of human Bloom syndrome helicase BLM | P54132 | recombinant BLM DNA unwinding, fluorescence dequenching | Potency, µM (series often up to 56.1 µM), inactives show at the highest dose activity change, negative = inhibition, most hits filed as inhibitors | 350,000 compounds, 0.2% hits;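 note: potency is the fitted concentration of half-maximal effect; plate controls were vehicle for no effect and no enzyme for full effect; nearly all actives have a fitted effect of over 35% in size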
Apoferritin bind = binds horse apoferritin like a general anesthetic; P02791; apoferritin/1-aminoanthracene competitive binding, fluorescence; Potency, µM (series often up to 77.5 µM), for inactives: at the top dose activity change, negative = displacement, hits mostly inhibitors; 350,000 compounds, 0.074% hits; AID 485281; note: potency is the fitted concentration of half-maximal effect; % is set by controls: 0 for no effect and ±100 for the full control effect; nearly all actives have a fitted effect of over 20% in size
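Horse-spleen apoferritin (10 uM) was mixed with 50% saturated 1-aminoanthracene in PBS, exposed to compounds for 10 min at room temperature, and read for fluorescence (ex 380 nm, em 535 nm). Competitive displacement was fitted with a four-parameter Hill equation.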
TRHR agonist = activates the human TRH receptor; P34981; TRHR cells, calcium flux fluo-8, FDSS agonist mode; activation, % at 2 µM; AID 493084; 360,000 compounds, 0.18% hits; in the data active = activation above about 30%; note: 0% is about no effect
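In this calcium-flux screen, cells bearing human TRHR are dye-loaded with fluo-8, baselined for 10 cycles, then exposed to library compounds; positive kinetic calcium responses during the agonist phase mark hits, with TRH as control.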
APEX1 inh = APE1 (human) endonuclease inhibition; Potency, µM (doses to about 65.8 µM), for inactives: at the highest dose activity change, negative = inhibition, actives largely listed as inhibitors; 350,000 compounds, 0.35% hits; AID 2517; recombinant APE1, TAMRA/BHQ-2 abasic DNA cleavage fluorescence;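 note: potency is the fitted concentration of half-maximal effect; plate controls were vehicle for no effect and reference inhibitor for full effect; nearly all actives have a fitted effect of over 55% in size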
Target sequence (P27695 whole entry, looked up): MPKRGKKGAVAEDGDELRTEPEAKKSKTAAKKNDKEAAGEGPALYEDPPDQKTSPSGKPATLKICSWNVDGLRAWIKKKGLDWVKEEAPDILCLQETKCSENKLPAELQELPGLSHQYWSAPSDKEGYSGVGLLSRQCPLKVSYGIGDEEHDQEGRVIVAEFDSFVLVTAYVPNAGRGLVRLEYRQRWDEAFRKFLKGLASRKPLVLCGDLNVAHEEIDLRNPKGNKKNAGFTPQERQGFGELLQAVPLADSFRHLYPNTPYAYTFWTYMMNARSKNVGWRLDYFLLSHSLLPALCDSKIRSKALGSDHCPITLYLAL
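Compound pre-exposure to 0.75 nM APE1, 15 min at ambient temperature. Reaction initiated with 50 nM TAMRA/BHQ-2 THF substrate, read immediately in kinetic mode, 525 nm excitation, 598 nm emission.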
ALOX12 inh = ALOX12 (human) lipoxygenase inhibition | P18054 | purified 12hLO, xylenol orange hydroperoxide absorbance | Potency, µM (doses to about 108 µM), inactives show at the top dose activity change, negative = inhibition, most hits filed as inhibitors | 580,000 compounds, 1.1% hits; note: potency is the fitted concentration of half-maximal effect; % is set by controls: 0 for no effect and ±100 for the full control effect
Target sequence (P18054 whole entry, looked up): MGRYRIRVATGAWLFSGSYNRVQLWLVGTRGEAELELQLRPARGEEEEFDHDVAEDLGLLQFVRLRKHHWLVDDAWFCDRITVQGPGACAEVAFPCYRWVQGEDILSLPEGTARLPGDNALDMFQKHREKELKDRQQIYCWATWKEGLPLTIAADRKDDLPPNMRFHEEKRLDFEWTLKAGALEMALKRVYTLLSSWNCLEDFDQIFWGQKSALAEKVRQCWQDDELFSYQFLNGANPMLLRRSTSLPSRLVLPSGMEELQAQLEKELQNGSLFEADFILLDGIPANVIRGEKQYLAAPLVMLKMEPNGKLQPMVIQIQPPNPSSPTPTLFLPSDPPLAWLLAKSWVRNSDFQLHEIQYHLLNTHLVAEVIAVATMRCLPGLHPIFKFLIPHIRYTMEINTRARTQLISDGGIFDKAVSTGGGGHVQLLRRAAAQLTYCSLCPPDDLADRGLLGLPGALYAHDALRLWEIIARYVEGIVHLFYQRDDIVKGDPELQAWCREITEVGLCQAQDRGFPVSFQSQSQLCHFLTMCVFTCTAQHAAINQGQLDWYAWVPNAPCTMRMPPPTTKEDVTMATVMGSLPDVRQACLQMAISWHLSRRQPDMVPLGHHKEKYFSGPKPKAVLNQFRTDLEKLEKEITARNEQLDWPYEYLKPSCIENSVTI
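Hydroperoxide product was detected by ferrous iron/xylenol orange as the 573 to 405 nm absorbance ratio. Arachidonic acid at 40 uM (final) was turned over for 30 min at room temperature by 150 nM human 12hLO, pH 7.0 Hepes buffer, after 15 min compound preincubation.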
Pol kappa inh = blocks human DNA polymerase kappa activity; Q9UBT6; purified Pol kappa, fluorescent DNA synthesis assay, 10 min; Potency, µM (doses to about 107 µM), for the others: at the highest dose activity, negative = inhibition, most hits filed as inhibitors; 400,000 compounds, 0.53% hits; AID 588579; note: potency is the fitted concentration of half-maximal effect; % is set by controls: 0 for no effect and ±100 for the full control effect
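Readout: fluorescence, taken kinetically at 0 and 10 min. Conditions: 10 nM Pol kappa, 15 min RT compound preincubation, 50 nM substrate final. Controls: enzyme-free buffer wells.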
ERG Ets-DNA blk = ERG Ets/DNA interaction inhibition; fluorescence polarization, His-ERG Ets domain / labelled DNA; Potency, µM (series often up to 76.9 µM), for the others: top-dose FP activity, negative = inhibition, hits mostly inhibitors; AID 624246; 370,000 compounds, 0.028% hits; P11308; active = well fitted inhibition curve with a large enough effect in the polarisation, with a control signal flat; inconclusive = small, poorly fitted or top-dose-only effect, or effect the other way, or a change in a side signal; inactive = no such curve, though single readings can be large or run the other way; the % refers to the polarisation;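 note: polarization taken with two DNA probes labelled with fluorescein and Texas red; potency is the fitted concentration of half-maximal effect; % of control where 0% means no effect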
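His-tagged ERG Ets domain (1 uM in the protein solution; 300mM KCl, 50mM Tris-HCl, 1mM EDTA, 1mM DTT, pH 7.5) received compound, then a probe mix of 5 nM fluorescein-DNA and 100nM Texas-615-DNA. Fluorescence polarization was read for both dyes.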
* hit, by the source's call; u = inconclusive; x = no result given; [ ] = remark or other dose. Unless noted, calls come from the whole dose curve; as a rule, active = well fitted curve in the direction sought with a large enough effect; inconclusive = small, poorly fitted or top-dose-only effect, or another doubt; inactive = no such curve, though single readings can be large; an effect the other way counts as inactive or inconclusive.

item | molecule | Pol iota inh | POLB inh | BLM helicase inh | Apoferritin bind | TRHR agonist | APEX1 inh | ALOX12 inh | Pol kappa inh | ERG Ets-DNA blk
1 | CNC(=O)c1ccc(N(Cc2ccccc2)S(C)(=O)=O)cc1 | u | 64% | -5% | -13% | 0.6 | -1% | 0% | -31% | -11%
2 | COc1cccc(NC(=O)/C(C#N)=C\c2cn(Cc3ccc(Cl)cc3)c3ccccc23)c1 | u | 1% | -2% | 42%[activator] | 2.6 | x | u | -21% | 45%[activator]
3 | Cc1ccc(C(=O)OCC(=O)Nc2c(Cl)cc(S(N)(=O)=O)cc2Cl)o1 | 71µM* | u | -8% | -10% | 0.2 | -4% | 2% | u | 1%
4 | CC(C)N(Cc1nnc(-c2ccccc2Cl)o1)C(=O)c1cccc(C#N)c1 | x | 5% | -2% | -17% | 0.0 | -3% | x | x | x
5 | CC(C)CC(C(=O)Nc1ccccc1)N1C(=O)C2C3C=CC(C3)C2C1=O (stereo not drawn) | 9% | 6% | -6% | -12% | -0.3 | 3% | 2% | 13% | 9%
6 | CN(C)S(=O)(=O)c1cccc(NC(=S)N/N=C/c2ccc(O)c(O)c2O)c1 | u | -11% | -11% | -13% | -0.5 | u | u | u | -1%
7 | COCCNC(=O)c1ccc2c(c1)N(Cc1cc(C)ccc1C)C(=O)c1ccccc1S2(=O)=O | 2% | 9% | -4% | -18% | 0.1 | x | -3% | -5% | 10%
8 | COc1ccc(OC)c(N(CC(=O)NC2CC2)S(=O)(=O)c2ccc(C)cc2)c1 | 17% | 16% | -3% | -9% | -0.3 | 1% | 0% | 2% | 4%
9 | CN(C)/C=C(/C(=O)c1ccc(Cl)c(Cl)c1)S(C)(=O)=O | 7% | 3% | -12% | -9% | 0.0 | 0% | 1% | -11% | -2%
10 | C=CCN1C(=O)c2ccc(C(=O)N(C)Cc3ccc(C)o3)cc2C1=O | 27% | x | x | x | -0.2 | 30% | 13% | -3% | -5%
11 | O=C(CCC1CCCN(C(=O)c2cccs2)C1)N1CCN(c2ccccn2)CC1 (stereo not drawn) | 10% | 0% | -2% | -6% | -0.7 | -3% | 0% | 4% | -8%
12 | CC(C)(C)OC(=O)N1CCC(c2c(C(=O)Nc3ccc4c(c3)OCCO4)cnn2-c2ccc(F)cc2)CC1 | 10% | -3% | -8% | u | -1.3 | x | 0% | -17% | 1%
13 | COC(=O)CCN(C(=O)C12CC3CC(CC(C3)C1)C2)c1ccccn1 | 8% | 10% | -4% | -17% | 0.3 | 1% | -9% | -2% | -6%
14 | COc1ccc(CNS(=O)(=O)c2cc(OCC(N)=O)c(C)cc2Cl)cc1 | 1% | 9% | 1% | -9% | 0.5 | -3% | -18% | 6% | 2%
15 | COc1ccc(CC(=O)c2c(O)cc(O)cc2O)cc1OC | 17% | 18% | -6% | -2% | 0.5 | 19% | -5% | 6% | -2%
16 | CS(=O)(=O)c1ccccc1C(=O)Nc1ccc2sccc2c1 | -1% | 0% | -2% | 6% | -0.2 | -2% | 0% | -2% | -4%
17 | CCCN1C2CCCC1CC(NC(=S)Nc1cccc(C)c1)C2 (stereo not drawn) | -17% | 29% | -2% | -6% | 0.5 | 7% | -3% | 4% | -2%
18 | O=C1CCCN1CCCNC(=S)Nc1ccc(Nc2ccccc2)cc1 | 44%[activator] | 4% | -2% | -11% | 0.5 | 4% | -7% | 7% | -14%
19 | C=C[C@@]1(C)CC(=O)[C@]2(O)[C@@]3(C)[C@H](O)CCC(C)(C)[C@@H]3[C@H](O)[C@H](OC(C)=O)[C@@]2(C)O1 | x | x | -1% | -1% | x | -6% | x | 15%[60.1 µM] | x
20 | O=C(CCc1nc(-c2ccccc2)c(-c2ccccc2)o1)OCc1ccc(Cl)cc1 | 13% | 80% | -5% | -4% | 1.6 | -2% | 0% | -17% | -7%

Full records, quoted from the list. Order of screens: Pol iota inh | POLB inh | BLM helicase inh | Apoferritin bind | TRHR agonist | APEX1 inh | ALOX12 inh | Pol kappa inh | ERG Ets-DNA blk
Entry for CN(C)S(=O)(=O)c1cccc(NC(=S)N/N=C/c2ccc(O)c(O)c2O)c1 : u | -11% | -11% | -13% | -0.5 | u | u | u | -1%
Entry for CNC(=O)c1ccc(N(Cc2ccccc2)S(C)(=O)=O)cc1 : u | 64% | -5% | -13% | 0.6 | -1% | 0% | -31% | -11%
Entry for CCCN1C2CCCC1CC(NC(=S)Nc1cccc(C)c1)C2 (stereo not drawn) : -17% | 29% | -2% | -6% | 0.5 | 7% | -3% | 4% | -2%
Entry for CC(C)CC(C(=O)Nc1ccccc1)N1C(=O)C2C3C=CC(C3)C2C1=O (stereo not drawn) : 9% | 6% | -6% | -12% | -0.3 | 3% | 2% | 13% | 9%
Entry for COc1ccc(CNS(=O)(=O)c2cc(OCC(N)=O)c(C)cc2Cl)cc1 : 1% | 9% | 1% | -9% | 0.5 | -3% | -18% | 6% | 2%

Going on with the list:
item | molecule | Pol iota inh | POLB inh | BLM helicase inh | Apoferritin bind | TRHR agonist | APEX1 inh | ALOX12 inh | Pol kappa inh | ERG Ets-DNA blk
21 | CC(C)(C)c1ccc(/C=N/N2CCN(c3ccccn3)CC2)cc1 | 35%[activator] | 50% | -11% | 1% | 0.2 | 18% | -64% | -9% | -3%
22 | Cc1cccc(-n2ncc3c2CCCC3NC(=O)CN2CCCC2=O)c1C (stereo not drawn) | 8% | 11% | 2% | 0% | 0.3 | 2% | 12% | -18% | 7%
23 | O=C(CNC(=O)c1ccc(Cl)cc1Cl)OCCCn1c(=O)[nH]c2ccccc21 | -18% | x | x | x | 0.1 | 3% | -1% | -7% | -4%
24 | CCn1c(SCC(=O)Nc2ccc(C)cc2)nc(O)cc1=O | 1% | 21% | -5% | -5% | 0.4 | 0% | -13% | -15% | -6%
25 | COc1ccc(Nc2nc3ccccc3nc2NS(=O)(=O)c2cccs2)c(OC)c1 | 10% | -1% | -6% | 1% | 0.1 | -1% | 13% | 6% | -3%
26 | CC(C)Sc1nc(N2CCOCC2)c2c(c1C#N)CC(C)(C)N(C)C2 | u | -10% | -1% | -4% | -1.0 | -7% | u | -9% | 12%
27 | C/C(CC(=O)Nc1cccc(C(F)(F)F)c1)=N/NC(=O)C(=O)NCCO | -18%[58.9 µM] | 2% | -7% | 0% | -0.3 | 1% | 0% | -14% | -2%
28 | C=CCOC(=O)C1=C(C)OC(N)=C(C#N)C1c1ccc(F)cc1 (stereo not drawn) | 6% | 13% | -2% | -16% | -1.4 | -3% | u | -15% | -6%
29 | CC(=O)SC1CC2=CC(=O)CC[C@@]2(C)C2CC[C@@]3(C)[C@@H](CC[C@@]34CCC(=O)O4)C12 (stereo partly drawn) | x | x | -8% | -6% | x | 0% | x | -17%[60.1 µM] | x
30 | Cc1ccc(S(=O)(=O)N(CC(=O)N=Nc2c(O)[nH]c3ccccc23)c2cccc(C)c2)cc1 | 1% | 18% | -11% | u | -0.1 | 12% | 1% | -4% | 1%
31 | O=C(CNS(=O)(=O)c1ccc(C(=O)N2CCOCC2)cc1)N1CCOCC1 | 5% | -1% | -1% | -4% | 0.9 | 0% | -20% | 8% | -2%
32 | COc1ccccc1CN1C(=O)c2cccc3cccc(c23)C1=O | 6% | 0% | -1% | -15% | 1.4 | 2% | -11% | -3% | 12%
33 | Cc1ccc(NC(=O)CSCC(=O)Nc2ccccc2N2CCCCC2)cc1 | -2% | x | x | x | -0.2 | 7% | u | -25% | 2%
34 | Cc1nn(CCCC(=O)Nc2cccnc2Cl)c(C)c1[N+](=O)[O-] | 27% | 1% | 5% | 1% | 0.3 | -4% | 6% | -5% | 5%
35 | COc1ccc(-n2nc(C(=O)NCC(=O)N3CCN(c4cccc(Cl)c4)CC3)c3ccccc3c2=O)c(OC)c1 | -6% | 2% | -8% | -17% | 0.5 | 43% | 1% | -18% | -4%
36 | CC(C)(C)NC(=O)NC(=O)COC(=O)c1ccc(OC(F)F)cc1 | 58%[activator] | -1% | -7% | -13% | -0.1 | -2% | 15% | -5% | 6%
37 | CCNC(=S)N/N=C/c1ccc(OCC(=O)Nc2ccc(C)cc2)cc1 | 23% | 1% | -3% | 99%[activator] | -0.2 | 1% | 0% | u | -1%
38 | Oc1ccc(Br)cc1/C=N/N1CCCCC1 | 13% | -21% | 2% | 0% | -0.5 | 0% | u | -3% | -7%
39 | Cc1ccc(NC(=O)C(=O)NCC(c2cccnc2)N2CCN(Cc3ccccc3)CC2)cc1F (stereo not drawn) | 0% | 12% | -2% | -5% | 0.2 | x | -19% | -5% | 3%
40 | CC1CCN(C(=O)COC(=O)c2ccc(Br)o2)CC1 | 36%[activator] | 5% | -4% | u | -0.6 | -6% | -4% | 0% | 5%

item | molecule | Pol iota inh | POLB inh | BLM helicase inh | Apoferritin bind | TRHR agonist | APEX1 inh | ALOX12 inh | Pol kappa inh | ERG Ets-DNA blk
41 | COc1cc(OC)c(OC)cc1CN1CCc2nc(N3CCN(c4ncccn4)CC3)ncc2C1 | -6% | 13% | -2% | 5% | 0.2 | x | u | -6%[60.1 µM] | -6%
42 | COc1ccc(OC)c(S(=O)(=O)N2Cc3ccccc3CC2C(=O)Nc2ccc(C(C)=O)cc2)c1 (stereo not drawn) | -5% | -24% | -11% | -8% | 1.2 | x | -21% | 0% | -13%
43 | CCNc1nc(NCC)nc(N/N=C/c2ccc([N+](=O)[O-])o2)n1 | 10% | 7% | -1% | -15% | -0.2 | 13% | 8% | 0% | -5%
44 | COc1cccc(C=CC(=O)C=CC=Cc2ccccc2)c1 | -2% | x | x | x | x | x | u | -17% | -14%
45 | CCOC(=O)c1ccc(COC(=O)c2ccc3c(c2)-c2ccccc2C3=O)cc1 | 20% | 16% | -2% | -9% | 1.5 | -3% | -10% | -5% | -13%
46 | Cc1ccc(N(C)S(=O)(=O)c2ccc(-c3ccc(=O)[nH]n3)s2)cc1C | -7% | 25% | -1% | -5% | -0.8 | 2% | -2% | -1% | -2%

This is a subset (hit frequency here may not be typical).
